Screening results (PubChem)
ERK EGF block: EGF-driven ERK pathway inhibition. HEK293-V1b, EGF-stimulated phospho-ERK AlphaScreen. AID 1454. Potency, µM (top dose mostly 11.5 µM), for the others: at the top dose activity change, negative = inhibition, usual class: inhibitors. actives 0.41% (n = 130,000); active = well fitted inhibition curve with a large enough effect; inconclusive = small, poorly fitted or top-dose-only effect, or effect the other way;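 also: plate controls were stimulated vehicle wells for no effect and unstimulated vehicle basal for full effect; nearly all actives have a fitted effect of over 55% in size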
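Concentration-response of compounds against EGF-driven ERK phosphorylation in V1b-expressing HEK293 cells; 30 min preincubation, 5 min EGF, AlphaScreen detection; Normalized to DMSO basal and 25 nM EGF.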
* hit, by the source's call; ? = inconclusive; [ ] = remark or other dose. Potency is read from the fitted curve at half-maximal effect.

Preview:
COc1ccc2cc1Oc1ccc(cc1)C[C@H]1c3c(cc4c(c3Oc3cc5c(cc3OC)CCN(C)[C@@H]5C2)OCO4)CCN1C
  ERK EGF block = -8.7%[57.5 µM]
O=C(CCl)Nc1cc(SCC(O)CO)cc([N+](=O)[O-])c1 (stereo not given)
  ERK EGF block = 7.0%
Cc1nnc(SCC(=O)Nc2cccc(S(=O)(=O)NC3=NCCCCC3)c2)n1Cc1ccccc1
  ERK EGF block = -1.9%
O=C(COc1ccc(Cl)cc1)Nc1c(-c2cccs2)nc2ccccn12
  ERK EGF block = -3.5%
CCCCC1=CC2=CC(=O)C(C)(OC(=O)CC)C(=O)C2=CN1CCOC (stereo not given)
  ERK EGF block = -5.0%[57.5 µM]
C/C(=N\NC(=O)c1cccnc1)c1cc(C)oc1C
  ERK EGF block = -14.5%
CC(C)c1csc2nc3n(c(=O)c12)CCCCC3
  ERK EGF block = -6.9%
CC(C)Oc1cccc(C(=O)N2CCCC2)c1
  ERK EGF block = -4.4%[57.5 µM]
NS(=O)(=O)c1ccc(Sc2ccccn2)c([N+](=O)[O-])c1
  ERK EGF block = 3.0%[57.5 µM]
CCn1cc(CNC(=O)CSc2nc(-c3ccc(OC)c(OC)c3)cc(C(F)(F)F)n2)c(C)n1
  ERK EGF block = -8.8%
C=CCN(c1ccccc1C(=O)O)S(=O)(=O)c1ccc(C)cc1
  ERK EGF block = -3.4%
CCCCCC1CCC(c2nnc(SCC(C)=O)o2)CC1 (stereo not given)
  ERK EGF block = 1.0%
CC(C)CCCC(C)C1CCC2C3CC[C@H]4CC(=O)CC[C@@]4(C)C3CC[C@@]12C (stereo not given in full)
  ERK EGF block = 22.4%

Main list, from the start:
COc1ccc2cc1Oc1ccc(cc1)C[C@H]1c3c(cc4c(c3Oc3cc5c(cc3OC)CCN(C)[C@@H]5C2)OCO4)CCN1C
  ERK EGF block = -8.7%[57.5 µM]
O=C(CCl)Nc1cc(SCC(O)CO)cc([N+](=O)[O-])c1 (stereo not given)
  ERK EGF block = 7.0%
Cc1nnc(SCC(=O)Nc2cccc(S(=O)(=O)NC3=NCCCCC3)c2)n1Cc1ccccc1
  ERK EGF block = -1.9%
O=C(COc1ccc(Cl)cc1)Nc1c(-c2cccs2)nc2ccccn12
  ERK EGF block = -3.5%
CCCCC1=CC2=CC(=O)C(C)(OC(=O)CC)C(=O)C2=CN1CCOC (stereo not given)
  ERK EGF block = -5.0%[57.5 µM]
C/C(=N\NC(=O)c1cccnc1)c1cc(C)oc1C
  ERK EGF block = -14.5%
CC(C)c1csc2nc3n(c(=O)c12)CCCCC3
  ERK EGF block = -6.9%
CC(C)Oc1cccc(C(=O)N2CCCC2)c1
  ERK EGF block = -4.4%[57.5 µM]
NS(=O)(=O)c1ccc(Sc2ccccn2)c([N+](=O)[O-])c1
  ERK EGF block = 3.0%[57.5 µM]
CCn1cc(CNC(=O)CSc2nc(-c3ccc(OC)c(OC)c3)cc(C(F)(F)F)n2)c(C)n1
  ERK EGF block = -8.8%
C=CCN(c1ccccc1C(=O)O)S(=O)(=O)c1ccc(C)cc1
  ERK EGF block = -3.4%
CCCCCC1CCC(c2nnc(SCC(C)=O)o2)CC1 (stereo not given)
  ERK EGF block = 1.0%
CC(C)CCCC(C)C1CCC2C3CC[C@H]4CC(=O)CC[C@@]4(C)C3CC[C@@]12C (stereo not given in full)
  ERK EGF block = 22.4%
O=c1cc(N2CCc3ccccc32)[nH]c(=O)n1-c1ccccc1Cl
  ERK EGF block = -11.0%
CN(CCOc1ccccc1)C(=O)c1ccc(OC2CCN(C(=O)C3CC3)CC2)cc1
  ERK EGF block = 1.1%

Some of the entries above, set out differently.
SMILES,ERK EGF block
CN(CCOc1ccccc1)C(=O)c1ccc(OC2CCN(C(=O)C3CC3)CC2)cc1,1.1%
Cc1nnc(SCC(=O)Nc2cccc(S(=O)(=O)NC3=NCCCCC3)c2)n1Cc1ccccc1,-1.9%

Next entries.
OC(c1cc(-c2ccc(Cl)cc2)nc2ccccc12)C1CCCCN1 (stereo not given)
  ERK EGF block = 31.6µM*
COC(=O)CSC1=C(C#N)C(c2sccc2C)CC(=O)N1 (stereo not given)
  ERK EGF block = 5.4%
COc1ccccc1N=C1SCC(=O)N1c1ccccc1OC
  ERK EGF block = -0.4%
CCOc1ccc2c(CC)cc(=O)oc2c1OCC
  ERK EGF block = -1.5%
Cc1ccc(S(=O)(=O)N2CCC(C(=O)NNC(=O)c3ccncc3)CC2)cc1
  ERK EGF block = 4.4%
COCCNC(=O)c1cc2nc(-c3ccccc3)cc(C)n2n1
  ERK EGF block = 2.6%
O=C(NN1CCN(Cc2ccccc2)CC1)c1ccc(Cl)cc1
  ERK EGF block = 1.1%
COc1ccc(/C=N\NC(=O)c2ccc(Cn3cc(Br)c([N+](=O)[O-])n3)o2)c(OC)c1C
  ERK EGF block = -5.3%
O=C(CN1C(=O)/C(=C/c2ccccc2F)Sc2ccccc21)N1CCN(c2ccccn2)CC1
  ERK EGF block = 4.4%
Cc1nc2cc(NC(=O)Nc3cccc(F)c3)ccc2n1C
  ERK EGF block = -11.2%[57.5 µM]
Cn1c(=O)c2c(O)c(Cc3ccccc3)c(=O)[nH]c2n(C)c1=O
  ERK EGF block = 8.2%
CSc1nnc(CCCCCNC(=O)OC(C)(C)C)o1
  ERK EGF block = -2.1%[57.5 µM]
COC(=O)c1c(C)[nH]c(C=Nc2ccc(OC)cc2)c1C
  ERK EGF block = 8.1%[57.5 µM]
COc1ccc([C@H]2[C@@H](C#N)[C@H](C#N)N3CCCN23)cc1
  ERK EGF block = 10.7%
CC(C)(C)c1ccc(C(=O)N2CCN(CCNC(=O)C(=O)NCc3ccccc3)CC2)cc1
  ERK EGF block = 2.3%

Cc1nc2cc(Cl)c([N+](=O)[O-])cc2s1
  ERK EGF block = 0.8%
COc1nccc(-c2ccc(F)cc2)c1C#N
  ERK EGF block = -3.1%
Cc1nn(-c2ccccc2)nc1CNC(=O)CC(C)(C)C
  ERK EGF block = -6.8%[57.5 µM]
N/C(Cn1cncn1)=N\OC(=O)c1ccc(Cl)cc1Cl
  ERK EGF block = 41.2%
Cc1ccc(C(=O)NCCCNCCCNC(=O)c2ccc(C)nc2)cn1
  ERK EGF block = 1.1%
COc1ccc(S(=O)(=O)Cc2ccc(C(=O)NC(C)C)o2)cc1
  ERK EGF block = -1.3%
CCOC(=O)c1oc2ccccc2c1CN1CCN(C)CC1
  ERK EGF block = -0.8%
O=C(NNC(=S)NCC1CCCO1)c1cccc(S(=O)(=O)N2CCOCC2)c1 (stereo not given)
  ERK EGF block = -9.3%
Oc1cccc(C(Nc2nccs2)c2ccc3cccnc3c2O)c1 (stereo not given)
  ERK EGF block = ?
COc1ccccc1-n1c(=O)c(C#N)c(-c2ccc([N+](=O)[O-])cc2)c2cc(C(=O)c3ccccc3O)cnc21
  ERK EGF block = -8.8%[57.5 µM]
CSc1ccc(C#N)cc1NC(=O)c1ccccc1C
  ERK EGF block = -0.6%
CC(=O)c1ccc(NC(=S)N2c3ccccc3CC2C)cc1 (stereo not given)
  ERK EGF block = -1.1%
Cc1ccc(C)c(N2CCN(c3cnn(-c4nc5ccccc5s4)c(=O)c3Cl)CC2)c1
  ERK EGF block = 2.8%
Cn1cnnc1SCC(=O)Nc1ccc(Cl)c(S(=O)(=O)N2CCOCC2)c1
  ERK EGF block = 2.9%
O=C(CSc1ccc2nnc(-c3ccccc3)n2n1)NCC1CCCO1 (stereo not given)
  ERK EGF block = ?

CCN(CC)C(=O)CC(c1ccc(N(C)C)cc1)c1c(OC)cc(OC)c2c(-c3ccccc3)cc(=O)oc12 (stereo not given)
  ERK EGF block = -9.1%[57.5 µM]
O=[N+]([O-])c1ccn(-c2nc(-c3cccs3)cc(C(F)(F)F)n2)n1
  ERK EGF block = 0.6%
O=C(Nc1nc(SCc2ccc(F)cc2)ns1)c1ccco1
  ERK EGF block = 9.0%
CCOC(=O)C(=O)Nc1nccs1
  ERK EGF block = 5.3%
C/C(=N\N(c1ccccc1)c1ccccc1)c1ccco1
  ERK EGF block = ?
O=C(COC(=O)C1CC(O)CN1S(=O)(=O)c1ccc(Cl)cc1)c1ccccc1Cl (stereo not given)
  ERK EGF block = 0.1%
O=S(=O)(c1cccc(NC(=S)N2CCN(c3cccc(Cl)c3)CC2)c1)C(F)F
  ERK EGF block = 25.1µM*
CC1(C)NC(=O)N(CC(=O)OCc2cc(=O)n3cc(Br)ccc3n2)C1=O
  ERK EGF block = 10.1%
CCCC1=C(C(=O)OCC)C(c2sccc2C)n2ncnc2N1 (stereo not given)
  ERK EGF block = -0.3%[57.5 µM]
CCOc1ccc(C(=O)NC(=S)Nc2ccc(N3CCCCC3)cc2)cc1[N+](=O)[O-]
  ERK EGF block = 4.6%
NNC(=O)[C@H](Cc1ccccc1)NC(=O)Nc1ccc2c(c1)OCCO2
  ERK EGF block = 1.2%[57.5 µM]
CC(=O)Nc1ccc(NC(=O)c2ccc(Cl)nc2)cc1
  ERK EGF block = 4.9%[57.5 µM]
CCCCCCCC1=Cc2ccc(F)cc2C(C(C(C)=O)C(=O)OC)N1C(=O)OC (stereo not given)
  ERK EGF block = -4.7%
O=S(=O)(NCc1ccccc1)NCc1ccccc1F
  ERK EGF block = 3.4%
COc1ccc(CCNc2ccc(C(=O)O)cc2[N+](=O)[O-])cc1OC
  ERK EGF block = 0.6%

N#Cc1ccc(CS(=O)(=O)c2ccccc2)cc1
  ERK EGF block = -2.8%
CCc1c(C)nc2c(OC)cccc2c1Cl
  ERK EGF block = 2.1%
CC(NC(=O)c1ccc(Br)cc1)C(=O)NC1=NCCS1 (stereo not given)
  ERK EGF block = -5.1%
Cc1ccc(C(=O)N2CCN(c3ncnc4c(C)csc34)CC2)cc1
  ERK EGF block = -15.7%[57.5 µM]
O=C(O)/C=C/c1ccc2c(c1)OCCO2
  ERK EGF block = -8.4%[57.5 µM]
CN1C(c2ccc(F)cc2)=CS/C1=C(/C#N)c1nnc(N2CCOCC2)n1-c1ccccc1
  ERK EGF block = -2.4%
N/C(Cc1cccc2ccccc12)=N\OC(=O)c1ccc2c(c1)OCO2
  ERK EGF block = -1.7%
COc1cccc(-c2nnn(CCc3nn[nH]n3)n2)c1
  ERK EGF block = 1.3%
COc1ccc(CSCC(=O)Nc2ccccc2SC)cc1
  ERK EGF block = 0.9%
COc1ccc(/C=N/NC(=O)CCn2nnc3ccccc32)cc1
  ERK EGF block = 7.8%[57.5 µM]
COc1ccc(/C=C/C(=O)c2cc(F)ccc2OC(=O)c2ccccc2OC)cc1OC
  ERK EGF block = -0.6%
Oc1ccccc1C(=S)N1CCN(c2cccc(Cl)c2)CC1
  ERK EGF block = ?
Cc1cc(SC(C)C(=O)O)nc2ccccc12 (stereo not given)
  ERK EGF block = 2.6%
CCOC(=O)Nc1ccc2c(c1)N(C(=O)OCCN(C)C)c1ccccc1CC2
  ERK EGF block = -8.1%
S=c1[nH]nc(Cc2ccc(Cl)cc2)o1
  ERK EGF block = -0.8%[57.5 µM]

CCOC(=O)C1(Cc2ccc(OC)cc2)CCN(C(=O)CCn2ccc(C)n2)CC1
  ERK EGF block = 2.1%[57.5 µM]
O=C(N/N=C/C1CC=CCC1)c1cc(-c2cccnc2)nc2ccccc12 (stereo not given)
  ERK EGF block = -4.1%
CCc1cc(C(C)=O)c(O)cc1OCCCCCC(C)(C)c1nn[nH]n1
  ERK EGF block = -6.0%
C[C@H]1CC2[C@@H]3CCC4=CC(=O)C=C[C@]4(C)[C@@]3(F)[C@@H](O)C[C@]2(C)[C@@]1(O)C(=O)CO (stereo not given in full)
  ERK EGF block = 2.8%
COC(=O)C1=COC(C)C2CN3CCc4c([nH]c5cc(OC)c(OC)cc45)C3CC12 (stereo not given)
  ERK EGF block = -8.8%[57.5 µM]
COc1ccc(-n2c(SCC(=O)Nc3cc(C)on3)nc3c([nH]c4ccccc43)c2=O)cc1
  ERK EGF block = 10.7%[57.5 µM]
Cc1nc(OCC(C)C)c2sc3nc4c(cc3c2n1)COC(C)(C)C4
  ERK EGF block = -3.3%[57.5 µM]
NC(=O)C1=C[C@@H](c2ccc(Br)cc2)C[C@@H](OCCCCO)O1
  ERK EGF block = -7.2%[57.5 µM]
Cc1nnc(SCC(=O)N(C)c2c(N)n(Cc3ccccc3)c(=O)[nH]c2=O)n1Cc1ccccc1
  ERK EGF block = -3.8%
COc1ccccc1CNC(=O)c1cn(C)c2ccc(S(=O)(=O)N3CCCCC3)cc2c1=O
  ERK EGF block = -0.7%
N#CCC(=O)N/N=C/c1cccc(Oc2ccccc2)c1
  ERK EGF block = -4.2%
O=C(O)CCC(=O)N1CCN(c2ncccc2C(F)(F)F)CC1
  ERK EGF block = 2.7%[57.5 µM]
CCSc1ncnc2c1sc1nc3c(cc12)COC(C)(C)C3
  ERK EGF block = -7.2%
COc1ccccc1NC(=O)Nc1nnc(C(C)C)s1
  ERK EGF block = -8.6%
CC(=O)Oc1cccc(O)c1
  ERK EGF block = 4.3%

CCOc1cc(/C=N/NC(=O)CN2CCOCC2)ccc1OCc1ccccc1
  ERK EGF block = -1.7%
O=C(NCCN1CCOCC1)c1cc2cc([N+](=O)[O-])ccc2s1
  ERK EGF block = -7.5%
Cc1onc(-c2c(Cl)cccc2Cl)c1C(=O)N=C(N)N1CCOCC1
  ERK EGF block = -2.2%[57.5 µM]
COC(=O)C(NC(=O)C(C)NC(=O)OCc1ccccc1)C(C)C (stereo not given)
  ERK EGF block = -6.6%[57.5 µM]
Cc1onc(-c2ccccc2)c1C(=O)Nc1ccc(S(=O)(=O)Nc2nccs2)cc1
  ERK EGF block = -1.5%[57.5 µM]
COc1ccc(-n2c(SCC(=O)Nc3sc4c(c3C#N)CCCC4)nnc2-c2ccccc2OC)cc1
  ERK EGF block = -3.8%
Cc1ccc(/C=C2\SC(=S)N(C(Cc3ccccc3)C(=O)O)C2=O)cc1 (stereo not given)
  ERK EGF block = 4.4%
Nc1nnc(SCC(=O)OCC(=O)c2ccccc2Br)s1
  ERK EGF block = 1.3%
COc1cc(NC(=O)c2cccc(COCC(F)(F)C(F)F)c2)cc(OC)c1OC
  ERK EGF block = 0.0%
COc1ccc(NC(=O)CC2CC3CCC2C3)cn1 (stereo not given)
  ERK EGF block = 0.8%

A portion of the library; the hit share may differ from the screen's.
